MBNL1-CUG inh = MBNL1-poly(CUG) RNA binding inhibition; Q9NR56; TR-FRET MBNL1-His/biotin-(CUG)12 binding, 665/545 ratio; Potency, µM (series often up to 57.5 µM), inactives show at the highest dose activity change, negative = inhibition, actives largely listed as inhibitors; 280,000 tested, 0.036% active; active = well fitted inhibition curve with a large enough effect in the signal ratio, with a control signal flat, not every such curve was filed as active; inconclusive = small, poorly fitted or top-dose-only effect, or effect the other way, or a change in a side signal; inactive = no such curve, though single readings can be large or run the other way; the % refers to the signal ratio; also: % is scaled to controls: 0 for no effect and ±100 for the full control effect
Target sequence (Q9NR56 whole entry, looked up): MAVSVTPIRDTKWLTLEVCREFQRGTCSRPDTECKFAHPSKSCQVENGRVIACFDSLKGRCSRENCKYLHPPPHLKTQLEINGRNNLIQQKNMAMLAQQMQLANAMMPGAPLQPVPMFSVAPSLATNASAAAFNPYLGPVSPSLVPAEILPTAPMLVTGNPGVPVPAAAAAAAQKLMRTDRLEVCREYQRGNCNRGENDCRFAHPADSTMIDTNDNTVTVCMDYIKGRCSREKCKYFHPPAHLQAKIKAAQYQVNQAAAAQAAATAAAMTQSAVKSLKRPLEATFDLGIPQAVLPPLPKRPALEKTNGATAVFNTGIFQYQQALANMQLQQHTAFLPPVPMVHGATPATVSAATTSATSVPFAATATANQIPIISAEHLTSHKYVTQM
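Inhibition of protein-RNA binding appears as loss of TR-FRET between terbium anti-His antibody on MBNL1-His and streptavidin-XL665 on biotin-(CUG)12. Activity is normalized to buffer-only and uninhibited-complex controls.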
NPC1 promoter act = NPC1 promoter activation. Huh7 NPC1 promoter luciferase reporter, 24 h. Potency, µM (titrated, usually from 9.22 µM), without a hit: at the top dose activation, usual class: activators. 320,000 tested, 2.4% active;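 also: % of control where 0% means no effect; nearly all actives have a fitted effect of over 60% in size; reporter is driven by a mutant NPC1 promoter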
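Luminescence from an NPC1 promoter-driven luciferase reporter in stably transfected Huh7 cells was measured after 24 h compound treatment at 37 °C, followed by 10 min ambient incubation with luciferase detection reagent.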
MLL CXXC-DNA inh = MLL CXXC-DNA interaction inhibition | MLL-CXXC / FITC-HOXA9 DNA fluorescence polarization | Potency, µM (doses to about 115 µM), without a hit: top-dose activity change, negative = inhibition, usual class: inhibitors | 290,000 tested, 0.037% active; active = well fitted inhibition curve with a large enough effect in the polarisation, with a control signal flat, not every such curve was filed as active; inconclusive = small, poorly fitted or top-dose-only effect, or effect the other way, or a change in a side signal; inactive = no such curve, though single readings can be large or run the other way; the % refers to the polarisation
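Fluorescence polarization: 7 uM MLL-CXXC (stock) preincubated 5 min with compounds, then 50 nM fluorescein-HOX-A9 DNA (stock) added; 30 min ambient. Buffer 50 mM Tris-HCl pH 7.5, 50 mM NaCl, 1 mM DTT, 0.05% BSA.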
FLuc modulator = inhibits or activates purified firefly luciferase, miR-21 counter-screen | purified FLuc, Km substrates, luminescence inhibition | 360,000 tested, 6.9% active | P08659 | Potency, µM (doses to about 57.5 µM), for inactives: top-dose activity change, negative = inhibition, usual class: inhibitors;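 also: plate controls were vehicle for no effect and reference inhibitor for full effect; nearly all actives have a fitted effect of over 55% in size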
Target sequence (P08659 whole entry, looked up): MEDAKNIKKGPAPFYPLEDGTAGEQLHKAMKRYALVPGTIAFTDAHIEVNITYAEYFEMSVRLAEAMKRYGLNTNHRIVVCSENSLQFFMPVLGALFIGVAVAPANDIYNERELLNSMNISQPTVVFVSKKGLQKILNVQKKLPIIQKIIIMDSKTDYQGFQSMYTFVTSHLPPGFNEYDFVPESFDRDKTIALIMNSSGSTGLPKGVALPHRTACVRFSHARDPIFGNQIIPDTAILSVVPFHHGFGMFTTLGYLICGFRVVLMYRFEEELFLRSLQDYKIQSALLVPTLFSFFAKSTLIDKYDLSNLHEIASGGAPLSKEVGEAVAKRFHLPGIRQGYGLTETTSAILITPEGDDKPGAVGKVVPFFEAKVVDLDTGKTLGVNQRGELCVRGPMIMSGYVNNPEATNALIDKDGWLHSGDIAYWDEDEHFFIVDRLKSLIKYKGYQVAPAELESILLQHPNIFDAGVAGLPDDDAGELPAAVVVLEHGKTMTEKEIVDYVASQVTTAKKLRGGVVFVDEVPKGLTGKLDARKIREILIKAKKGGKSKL
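Purified P. pyralis luciferase (10nM final) with 10uM D-luciferin and 10uM ATP (Km levels) in 50mM Tris acetate pH 7.5, 10mM Mg acetate, 0.01% Tween-20, 0.05% BSA; qHTS 6-point titration, ~60 µM downward; luminescence read.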
BRCA1 expr act = activators of BRCA1 expression | AID 624202 | MCF7-BRCA1-FFLuc reporter, luminescence, 48 h; response scale: scaled: vehicle 0%, 10 µM genistein 100% | 380,000 tested, 1.1% active | Potency, µM (top dose mostly 46.1 µM), inactives show at the top dose activation, actives largely listed as activators; also: nearly all actives have a fitted effect of over 80% in size; some results filed as inactive show a strong effect at the top dose
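Quantitative HTS in MCF7 cells stably reporting BRCA1 expression via firefly luciferase. Compound treatment lasts 48 h at 37 °C in phenol-red free MEM. Activation is expressed relative to genistein at 10 microM and DMSO.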
uPA surface inh = cell surface uPA generation inhibition; cell surface uPA generation assay, qHTS; Potency, µM (doses to about 38.3 µM), inactives show top-dose activity change, negative = inhibition, hits mostly inhibitors; 330,000 tested, 0.31% active; AID 540303; active = well fitted inhibition curve with a large enough effect; inconclusive = small, poorly fitted or top-dose-only effect; inactive = no such curve, though single readings can be large or run the other way; tested in mouse RAW 264.7 cells; also: % is scaled to controls: 0 for no effect and ±100 for the full control effect; nearly all actives have a fitted effect of over 55% in size
Gal4-VP16 FLuc = counter-screen for ROR gamma inhibitors: Gal4-VP16 reporter. 310,000 tested, 3.5% active. Drosophila S2 Gal4-VP16 UAS-luciferase, luminescence, 20 h. Potency, µM (titrated, usually from 53.6 µM), inactives show at the top dose activity, negative = inhibition, actives largely listed as inhibitors;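 also: Gal4-VP16 expression switched on by copper sulfate through the metallothionein promoter; % is scaled to controls: 0 for no effect and ±100 for the full control effect; nearly all actives have a fitted effect of over 50% in size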
ELG1 genotox = genotoxicity induction in ELG1-luciferase HEK293T cells; HEK293T ELG1-luciferase reporter, luminescence, 16 h; Potency, µM (series often up to 46 µM), without a hit: at the highest dose activity change, positive = activation, most hits filed as activators; 330,000 tested, 1.3% active; AID 504466; also: % of control where 0% means no effect; nearly all actives have a fitted effect of over 60% in size
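Genotoxicity was scored as increased ELG1-luciferase reporter signal, measured by ONE-Glo luminescence (30 min, room temperature). Compound or vehicle exposure of the HEK293T reporter cells lasted 16 hr at 37°C.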
Rab9 prom act = Rab9 promoter activation | Huh7 Rab9 promoter-luciferase reporter, luminescence, 24 h | Potency, µM (titrated, usually from 9.22 µM), for the others: top-dose activation, negative = inhibition, most hits filed as activators | 320,000 tested, 2.8% active; also: % of control where 0% means no effect; nearly all actives have a fitted effect of over 60% in size
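Cell-based reporter: Huh7 stable for Rab9 promoter-driven luciferase, plated in reduced-serum medium with 10% FBS at 1500 cells/well, compound-treated 24 h at 37 °C, luminescence read after 10 min reagent.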
p53 reactivator = mutant p53 re-activation in reporter cells. H1299 p53-A138V BP100-luciferase reporter, luminescence, 24 h. Potency, µM (series often up to 92.2 µM), for inactives: at the highest dose activity change, positive = activation, most hits filed as activators. 320,000 tested, 0.063% active. AID 504706; also: % of control where 0% means no effect; nearly all actives have a fitted effect of over 45% in size
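H1299 (p53-null), stable ts p53-A138V + BP100-Luc; 1000 cells/well, Opti-MEM/10% FBS; cpd 4 pt, 1:5; 24 h, 37 deg C, 5% CO2; detection reagent 10 min RT; luminescence.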
RORgamma inh = ROR gamma (mouse) transcription inhibition. P51450. Potency, µM (titrated, usually from 53.6 µM), for inactives: at the highest dose activity change, negative = inhibition, actives largely listed as inhibitors. Drosophila S2 Gal4-RORgamma UAS-luciferase reporter, 20 h. 310,000 tested, 5.4% active; also: % is scaled to controls: 0 for no effect and ±100 for the full control effect; nearly all actives have a fitted effect of over 60% in size
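Stable Schneider cell line, Gal4 DNA-binding domain fused to ROR gamma, UAS-luciferase. Cmpd 1 hr RT → CuSO4 700 uM final → 20 hr RT → luciferase reagent 10 min → luminescence.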
* hit, by the source's call; ? = inconclusive; / = not tested or not shown; & = joins results of further samples; [ ] = dose if it differs, or a comment. Unless noted, calls follow the shape of the dose curve; as a rule, active = well fitted curve in the direction sought with a large enough effect; inconclusive = small, poorly fitted or top-dose-only effect, or another doubt; inactive = no such curve, though single readings can be large; an effect the other way counts as inactive or inconclusive. Potency is read from the fitted curve at half-maximal effect. Some of the compounds tested. The share of hits here may be higher or lower than overall.

SMILES	MBNL1-CUG inh	NPC1 promoter act	MLL CXXC-DNA inh	FLuc modulator	BRCA1 expr act	uPA surface inh	Gal4-VP16 FLuc	ELG1 genotox	Rab9 prom act	p53 reactivator	RORgamma inh
Cc1cc(C)n2nc(N)c(N=Nc3ccccc3)c2n1	?	6%	0%	15µM*	49%	1%	-6%	6%	25%	11%	-35%
O=C1CCC([N+](=O)[O-])C(c2cccc(Br)c2)N1 (stereo not drawn)	/	4%	19%	0%	-16%	9%	4%	1%	-5%	-3%	-4%
COc1cc(OC)cc(N(C(=O)c2ccco2)C(C(=O)NC2CCCC2)c2ccc(N3CCOCC3)cc2)c1 (stereo not drawn)	2%	-8%	34%[activator]	-1%	-3%	7%	?	-12%	1%	6%	11%
O=C(O)COc1ccccc1C(Nc1ccccn1)c1cc(Cl)c2cccnc2c1O (stereo not drawn)	21%	-1%	2%	4%	-33%	6%	-2%	-1%	1%	9%	?
CC(NC(=O)C(=O)N1CCOCC1)C(c1cccs1)N1CCN(c2ccccc2F)CC1 (stereo not drawn)	-2%	-2%	0%	2%	1%	-14%	-6%	-1%	0%	-1%	-26%
Cc1ccc(Nc2ncnc3c2nnn3Cc2ccccc2)cc1	10%	4%	11%	?	-5%	9%	-6%	10%	3%	3%	10%
CC(=O)Nc1nonc1NC(=O)c1ccc(F)cc1	-11%	0%	-3%	-1%	-10%	-1%	1%	2%	22%	-2%	2%
CC#CCC(CC#CC)c1nc2ccccc2c(=O)n1N	1%	0%	9%	-1%	-9%	-2%	6%	?	-2%	0%	6%
CCn1cc(CNC(=O)c2cc(COc3ccc(F)cc3F)on2)cn1	-11%	-5%	-2%	-3%	-5%	-24%	4%	-6%	-7%	6%	?
O=C(Nc1cc(S(=O)(=O)N2CCOCC2)ccc1O)c1ccc2c(c1)S(=O)(=O)c1ccccc1C2=O	?	-5%	?	-17%	-45%	2%	-5%	-2%	-11%	-3%	6%
CCCOc1ccccc1N1C(=O)CC(N2CCOCC2)C1=O (stereo not drawn)	-6%	-10%	11%	6%	1%	1%	-4%	3%	0%	0%	-1%
COc1ccc(/C=C/C(=O)NCCN=C2NS(=O)(=O)c3ccccc32)cc1	21%	-2%	28%	15µM*	1%	-1%	2%	-5%	-10%	-2%	21%

Part of the list above, as comma-separated lines:
SMILES,MBNL1-CUG inh,NPC1 promoter act,MLL CXXC-DNA inh,FLuc modulator,BRCA1 expr act,uPA surface inh,Gal4-VP16 FLuc,ELG1 genotox,Rab9 prom act,p53 reactivator,RORgamma inh
O=C1CCC([N+](=O)[O-])C(c2cccc(Br)c2)N1 (stereo not drawn),/,4%,19%,0%,-16%,9%,4%,1%,-5%,-3%,-4%
Cc1cc(C)n2nc(N)c(N=Nc3ccccc3)c2n1,?,6%,0%,15µM*,49%,1%,-6%,6%,25%,11%,-35%
CCn1cc(CNC(=O)c2cc(COc3ccc(F)cc3F)on2)cn1,-11%,-5%,-2%,-3%,-5%,-24%,4%,-6%,-7%,6%,?
CC(=O)Nc1nonc1NC(=O)c1ccc(F)cc1,-11%,0%,-3%,-1%,-10%,-1%,1%,2%,22%,-2%,2%
COc1ccc(/C=C/C(=O)NCCN=C2NS(=O)(=O)c3ccccc32)cc1,21%,-2%,28%,15µM*,1%,-1%,2%,-5%,-10%,-2%,21%

Additional entries follow:
SMILES	MBNL1-CUG inh	NPC1 promoter act	MLL CXXC-DNA inh	FLuc modulator	BRCA1 expr act	uPA surface inh	Gal4-VP16 FLuc	ELG1 genotox	Rab9 prom act	p53 reactivator	RORgamma inh
O=C(Cn1cncc1-c1ccc([N+](=O)[O-])cc1)Nc1cccc2ccccc12	?	-3%	13%	1%	-17%	8%	6%	1%	-1%	8%	39%
Cc1ccc(S(=O)(=O)Nc2c(O)c3ccccc3oc2=O)cc1	-2%	1%	12%	-1%	-28%	3%	-22%	11%	-4%	-4%	6%
Cc1ccc(-c2cc(C(F)(F)F)n3ncc(C(=O)N4CCCc5ccccc54)c3n2)cc1	6%	-6%	-1%	0%	1%	4%	3%	8%	-3%	7%	-21%
CCCCCCNC(=O)C(C(=O)OCC)C1CCCCC1 (stereo not drawn)	-1%	12%	-8%	3%	-11%	0%	-3%	-8%	22%	-3%	-10%
COc1ccc(-c2sc(Nc3ccccc3)n[n+]2C)c(C)c1C	-5%	-1%	4%	1%	-2%	-28%	-6%	0%	-6%	2%	?
Cc1cccc(C(=O)NNS(=O)(=O)c2ccc(F)cc2)c1	-8%	1%	0%	-11%	-12%	4%	-4%	-2%	-3%	10%	5%
NC(=O)COc1cc2oc(=O)c3c(c2cc1Cl)CCCC3	8%	-8%	2%	-1%	22%	0%	-5%	1%	-3%	-10%	8%
C/C(=N\NC(=S)NCCc1ccccc1)c1ccc(C#N)cc1	0%	-1%	-19%	-9%	-29%	/	8.9µM*	-4%	-3%	5%	4µM*
COc1ccc(N2C(=O)CC(Sc3nccc(C)n3)C2=O)cc1 (stereo not drawn)	1%	4%	1%	-2%	-12%	1%	?	3%	4%	10%	-13%
CC1CCCCN1C(=O)CSc1nnc2c(n1)[nH]c1ccc(F)cc12 (stereo not drawn)	8%	3%	2%	0%	25%	-6%	-2%	-1%	-7%	4%	1%
Cc1c(-c2cccc(Cl)c2)nc2ccccc2c1C(=O)NC1CC1	3%	-3%	-2%	-1%	-32%	7%	8%	-14%	-6%	-8%	-1%
COc1ccccc1NC(=O)Cn1nnc(C(=O)NCc2ccc3c(c2)OCO3)c1N	1%	1%	25%	1%&-6%	-15%&0%	-19%	-20%	-3%[9.26 µM]	4%	1%	-4%
O=C1C2CC=CCC2C(=O)N1c1ccc(N2CCN(c3ccccn3)CC2)c([N+](=O)[O-])c1 (stereo not drawn)	?	-1%	-3%	-6%	-15%	-10%	4.5µM*	-8%	-4%	-3%	-81%
Cc1[nH]n(-c2ccccc2)c(=O)c1N=Nc1ccccc1C(=O)O	?	18%	-19%	17µM*	41%	-2%	11%	-16%	17%	?	23%
CCOc1ccc(C(C)NC(=S)NC2CCCCC2)cc1OCC (stereo not drawn)	-3%	-3%	2%	-2%	-33%	0%	14µM*	-8%	1%	-1%	7.1µM*
CN1CCN(CCCCOc2cccc3ccccc23)CC1	1%	-3%	?	-12%	3%	-1%	-12%	1%	1%[1.84 µM]	-3%	4%
CCC1=[N+](CC(=O)c2ccc(C)cc2)CCn2cccc21	1%	27%	-8%	5%	64%	-3%	-10%	?	4µM*	10%	-1%
O=C(NC(=S)Nc1cccc2cccnc12)c1ccccc1	8%	?	13%	7.6µM*	-4%	0%	6.3µM*	6%	?	2%	2.2µM*
COc1ccc(CNC(=O)CCS(=O)(=O)c2ccc3c(c2)NC(=O)C(C)S3)cc1 (stereo not drawn)	-3%	3%	0%	0%	6%	6%	-1%	-5%	-8%	6%	1%
CNC(=O)NC(=O)C(C)Oc1ccccc1F (stereo not drawn)	-4%	-1%	0%	-1%	0%	2%	-3%	0%	-3%	4%	36%
Cn1c(=O)c2cc3ccccc3nc2n(C)c1=O	8%	-2%	1%	-1%	-3%	-1%	-3%	1%	-12%	-1%	-2%
Cc1nnc2c3cnn(-c4ccc(Cl)cc4)c3ncn12	-1%	?	3%	?	/	/	14%	21µM*	?	24%	19%
Oc1c(C(Nc2cccc(C(F)(F)F)c2)c2cccnc2)ccc2cccnc12 (stereo not drawn)	/	-5%	0%	4%	-85%[inhibitor]	-10%	2.8µM*	14%	-2%	?	2.5µM*
COC(=O)[C@H](CCSC)NC(=O)Nc1ccc(C)cc1C	0%	-3%	3%	1%	0%	9%	-2%	-1%	-5%	-11%	-34%
CC1(C)NC(=O)N(CC(=O)Nc2cc(C(F)(F)F)cc(C(F)(F)F)c2)C1=O	4%	-2%	-9%	-2%	-8%	4%	-12%	3%	3%	-6%	13%

Screens as filed in PubChem BioAssay.
